Screening results from PubChem BioAssay.
Statin myotox sup = suppressors of statin myotoxicity in C2C12 myotubes, primary screen, cell-based, single point, plate reader. C2C12 myotubes + simvastatin, ATP luminescence, 48 h; scaled: DMSO 0, geranylgeraniol control 100. rescue of ATP level, % at 7.49 µM. 330,000 tested, 0.78% active. AID 602340, 2012;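 active means mean ATP rescue above about 67%, or every replicate alone reaching that limit, limit read from the data, passing the limit was not always enough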;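 further: myotubes were challenged with 10 µM simvastatin during compound exposure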
PglD DTNB = C. jejuni PglD acetyltransferase inhibitors, primary screen, biochemical, DTNB colorimetric, single point. purified PglD enzyme, DTNB colorimetric CoA detection. inhibition, % at 12.5 µM. 360,000 tested, 0.098% active; in the data active means inhibition above about 16%, passing the limit was not always enough; further: strong numbers were not always called active
ARNT TACC3 PPI = disruptors of ARNT/TACC3 protein interaction, primary screen, biochemical, AlphaScreen, single concentration | Transforming acidic coiled-coil-containing protein 3 (Homo sapiens), Q9Y6A5 | AlphaScreen His-ARNT PAS-B/GST-TACC3 binding, luminescence; TACC3 fragment carries E629A point mutation | inhibition, % at 9.99 µM | 390,000 tested, 0.66% active | AID 623870, 2012;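 active means mean inhibition of replicates at least 50% and at least half of replicates each reaching 50%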;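 further: 0% = complete ARNT plus TACC3 wells and 100% = ARNT alone without TACC3; many hits fall short of the cut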
INS-1E GSIS act = GLuc luminescence reporter in INS-1E cells, primary screen for activators of glucose-dependent secretion of insulin; INS-1E GLuc reporter insulin secretion, 2-3 h; activation, % at 16.6 µM; 370,000 tested, 0.61% active;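 active means lowest replicate activation of at least 40%, so every replicate reaches that level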;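 further: 0% = median of neutral control wells and 100% = median of IBMX positive control wells; some compounds called inactive have numbers as strong as hits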
PGC1a acetyl inh = inhibitors of PGC1a acetylation signal, primary screen, cell-based, U2OS, AlphaScreen, inhibitor mode | AlphaScreen anti-acetyl-lysine; with virally co-expressed GCN5 acetyltransferase | inhibition, % at 15.6 µM | 350,000 tested, 0.17% active | AID 651687, 2012;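 active means every replicate shows inhibition of at least 40%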;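 further: 0% = neutral control wells and 100% = positive control wells; some results beyond the cut were filed as inactive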
Cneo AK release = Cryptococcus neoformans cell lysis inducers, primary screen, AK release luminescence, single concentration; lysis activity, % at 15 µM; C. neoformans lysis, adenylate kinase release luminescence, 4 h; normalised: neutral wells 0, clomiphene wells 100; 360,000 tested, 0.2% active;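 active means mean lysis activity across replicates of at least 80%, whatever share of replicates individually reach that level; inactive means mean lysis activity below 80%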
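Test system: log-phase Cryptococcus neoformans yeast cells. Input: 5 × 10^6 yeast cells/mL. Medium: fresh YPD growth medium. Doses: single dose. Incubation: static 4 h at 37 °C with compound, 1 h detection. Measured by: luminescent adenylate kinase detection reagent. Read-out: signal increase indicating cell lysis. Benchmarks: Clomiphene.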
PAX8 reporter = inhibitors of PAX8-driven TPO luciferase reporter, primary screen, RMG-I cells, single concentration; AID 652154, 2013; 360,000 tested, 1.2% active; inhibition, % at 12.6 µM; SteadyGlo, 24 h;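 active means mean replicate inhibition at least 60% with every replicate also reaching 60%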;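 further: luciferase light reporting Pax8 driven TPO promoter activity; plate controls were median of neutral control wells for no effect and mitoxantrone controls for full effect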
LGR2 antag = inhibitors of bursicon-induced LGR2 CRE-luciferase signal, primary screen, cell-based, HEK293, CRE-luciferase reporter, bursicon stimulation; Drosophila bursicon receptor LGR2 (rickets); bursicon-stimulated, 4 h; inhibition, % at 9.99 µM; 380,000 tested, 0.35% active;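 active means drop in luminescence signal, shown as inhibition above about 50% in the replicate tests, limit read from the data, passing the limit was not always enough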;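 further: agonist challenge used bursicon conditioned medium at about half maximal strength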
The depositor's hits bear a star; nt = not tested or not shown. Outcome played no part in choosing rows, and some 2.9% of all compounds hit somewhere here.

compound	Statin myotox sup	PglD DTNB	ARNT TACC3 PPI	INS-1E GSIS act	PGC1a acetyl inh	Cneo AK release	PAX8 reporter	LGR2 antag
COc1ccccc1CNS(=O)(=O)c1ccc2c(c1)CC(C)N2C(=O)C1CCC1 (stereo unspecified)	17	1	1	-20	-10	1	21	-2
CCCNC(=O)Nc1ccc2c(c1)C(=O)N(C)[C@H]1CC[C@H](CC(=O)NC3CCC3)O[C@H]1CO2	14	2	-14	-3	-1	-3	-7	7
COc1cc2c(c3ccccc13)CCCC2=O	0	8	-17	nt	13	3	14	-55
Nc1nc2c(F)c(F)c(F)cc2s1	nt	nt	-10	8	nt	nt	-20	10
COCCN(C(=O)Cc1cccs1)c1nnc(-c2ccncc2)s1	4	-5	-1	nt	10	4	-10	nt
O=S(=O)(N[C@H]1CC[C@@H](CCn2cc(C3(O)CCCC3)nn2)O[C@H]1CO)c1ccc(F)cc1	1	-4	-5	-5	-1	6	2	-13
CCCCCCC1CC(=O)NC(=S)N1 (stereo unspecified)	nt	nt	-5	-4	63*	nt	1	11
O=C(Cc1cccs1)Nc1ccc([N+](=O)[O-])cc1	3	0	-1	-18	-45	1	3	-5
Cc1ccc(NC(=O)c2cccc3c2C(=O)N(C2CCCCC2)C3)c(C)c1	2	0	-3	nt	-2	-4	nt	nt
Cc1nn(-c2ccccc2)c2nc(N)c(C(N)=O)cc12	-6	-6	15	79	10	-2	-5	-14
COc1ccc(CN(C)S(=O)(=O)c2nnc(NC(=O)c3ccccc3)s2)cc1OC	-3	2	-2	nt	-3	7	-15	-18
CCCNC(=O)N1CCN(S(=O)(=O)c2ccc(C)c(C)c2)CC1	10	-2	-17	nt	-9	1	nt	nt
O=C(CNCC1CCCO1)N1CCCCCC1 (stereo unspecified)	nt	nt	-19	-5	2	nt	21	-8
CCOC(=O)C(C(C)=O)C(c1ccc(OCCC(C)C)cc1)C(C(C)=O)C(=O)OCC (stereo unspecified)	4	5	-13	-8	-12	0	nt	-1
C[C@@H]1CN([C@@H](C)CO)C(=O)c2cc(NC(=O)CCC(F)(F)F)ccc2O[C@@H](C)CCCCO[C@H]1CN(C)S(=O)(=O)c1cccs1	nt	2	-12	-6	-2	-2	-7	-19
Cc1ccc(CNC(=O)c2cn(C)c3ccc(S(=O)(=O)N4CCOCC4)cc3c2=O)cc1	1	2	-3	-3	nt	0	-7	21
Cc1cc(C(=O)NNC(=O)c2cccc(C(F)(F)F)c2)no1	6	nt	-5	1	-1	nt	5	-3
COc1ccc(C)cc1NC(=O)Cn1cnnn1	13	-5	-10	nt	nt	7	-3	nt
O=C(/C=C/c1cccc(F)c1)c1ccc(N2CCOCC2)cc1	12	-16	-2	-15	-3	2	-60	-63
O=C(Nc1ccccc1C(F)(F)F)N1CCCCCC1	9	-3	0	10	-4	-1	-14	nt

New compounds follow:
compound	Statin myotox sup	PglD DTNB	ARNT TACC3 PPI	INS-1E GSIS act	PGC1a acetyl inh	Cneo AK release	PAX8 reporter	LGR2 antag
CO[C@H]1CN(C)C(=O)c2ccc(NC(=O)Cc3ccccc3)cc2OC[C@@H](C)N(CC2CC2)C[C@H]1C	-11	-1	-5	1	6	-2	-7	11
COC(=O)c1cn(C(=O)c2cccc(C)c2)c2ccccc12	9	2	-2	5	1	1	10	-3
CCOc1ccc(S(=O)(=O)Nc2ccc(C(=O)N3CCCC3)cc2)cc1	9	6	2	7	nt	5	18	-10
COc1ccc(S(=O)(=O)Nc2ccc3c(c2)C(=O)N([C@H](C)CO)C[C@@H](C)[C@@H](CN(C)S(=O)(=O)c2ccc(C)cc2)OCCCC[C@H](C)O3)cc1	nt	-10	19	1	11	0	27	-19
CC1CCc2c(sc(NC(=O)Cn3cnc([N+](=O)[O-])n3)c2C(N)=O)C1 (stereo unspecified)	2	2	-7	10	nt	-1	-9	20
CCOC(=O)C1CCCN(c2ncnc3c2cnn3-c2ccc(Cl)cc2)C1 (stereo unspecified)	-2	nt	-6	-5	7	-8	nt	-35
CCN(CC)C(=O)C1=C(C)N(CCCOC)C(=O)C(CC(=O)NC2CCCCC2)C1 (stereo unspecified)	-5	-1	nt	-7	0	0	-2	-9
N#Cc1cccc(-c2ccc3c(c2)[C@H]2[C@H](CCN2C(=O)c2ccc4c(c2)OCO4)[C@H](CO)N3)c1	5	1	3	7	-7	-4	33	28
CC(C)C(=O)Nc1c(-c2ccccc2F)c(=O)c2ccccc2n1C	4	5	0	2	-2	1	15	0
C[C@@H]1CN([C@@H](C)CO)C(=O)c2cccc(NC(=O)c3ccncc3)c2O[C@@H]1CN(C)Cc1ccncc1	9	1	-1	12	4	-4	-2	-5
Cc1ccccc1-c1cc2c(c3c1ccn3C)C1CCC2C1 (stereo unspecified)	-1	-3	nt	-9	-4	0	9	11
C=C(C)[C@@H]1CC=C(C(=O)O)CC1	9	5	-2	16	4	-2	15	-12
COc1cc2c(C(=O)N3CCN(c4ccccc4C)CC3)c(C)oc2cc1Br	16	8	0	nt	-11	1	nt	nt
CCOc1ccc(N=C(NC#N)SCC)cc1	-5	1	-10	nt	-3	1	nt	nt
C/C(=N\NC(=O)c1ccccn1)c1ccc(Cl)cc1	nt	-5	nt	nt	-1	-3	-123	nt
CCCN(C)C[C@@H]1Oc2ncc(C#Cc3ccccc3OC)cc2C(=O)N([C@H](C)CO)C[C@@H]1C	5	0	9	nt	6	8	18	nt
Cc1ccc(C(=O)NCC(=O)NC2CCC(C)CC2)s1 (stereo unspecified)	4	3	nt	nt	2	-3	-15	-6
O=C(c1ccc(S(=O)(=O)N2CCOCC2)cc1)N(c1cccc(Cl)c1)C1C=CS(=O)(=O)C1 (stereo unspecified)	4	-4	-1	0	4	1	9	-7
CC(C)c1nnc(NC(=O)CC(C)c2ccccc2)s1 (stereo unspecified)	3	1	-3	8	3	2	-13	6
COc1ccc(-c2cc(-c3ccccc3)n3ncnc3n2)cc1	-27	3	-2	nt	20	-2	-1	nt

By substructure: the entries above with two or more sulfur atoms.
compound	Statin myotox sup	PglD DTNB	ARNT TACC3 PPI	INS-1E GSIS act	PGC1a acetyl inh	Cneo AK release	PAX8 reporter	LGR2 antag
COCCN(C(=O)Cc1cccs1)c1nnc(-c2ccncc2)s1	4	-5	-1	nt	10	4	-10	nt
COc1ccc(CN(C)S(=O)(=O)c2nnc(NC(=O)c3ccccc3)s2)cc1OC	-3	2	-2	nt	-3	7	-15	-18
C[C@@H]1CN([C@@H](C)CO)C(=O)c2cc(NC(=O)CCC(F)(F)F)ccc2O[C@@H](C)CCCCO[C@H]1CN(C)S(=O)(=O)c1cccs1	nt	2	-12	-6	-2	-2	-7	-19
COc1ccc(S(=O)(=O)Nc2ccc3c(c2)C(=O)N([C@H](C)CO)C[C@@H](C)[C@@H](CN(C)S(=O)(=O)c2ccc(C)cc2)OCCCC[C@H](C)O3)cc1	nt	-10	19	1	11	0	27	-19
O=C(c1ccc(S(=O)(=O)N2CCOCC2)cc1)N(c1cccc(Cl)c1)C1C=CS(=O)(=O)C1 (stereo unspecified)	4	-4	-1	0	4	1	9	-7

Next records.
compound	Statin myotox sup	PglD DTNB	ARNT TACC3 PPI	INS-1E GSIS act	PGC1a acetyl inh	Cneo AK release	PAX8 reporter	LGR2 antag
CCCOc1ccc(Cl)cc1/C=C1/C(=O)ON=C1C	0	-6	-3	8	11	1	-3	7
C[C@@H]1CN([C@@H](C)CO)C(=O)c2cccc(NC(=O)Nc3ccc(F)cc3)c2O[C@H]1CN(C)C(=O)NC1CCCCC1	-20	0	-5	5	-6	4	6	-11
C[C@@H]1CN([C@H](C)CO)C(=O)Cc2cc(NS(C)(=O)=O)ccc2O[C@@H]1CN(C)Cc1ccc(C(=O)Nc2ccccc2N)cc1	5	-36	-2	-6	-2	1	-16	-6
CCS(=O)(=O)N1CCN(c2ccc([N+](=O)[O-])c(NCc3cccnc3)c2)CC1	nt	nt	19	27	4	nt	8	-46
CCOc1cc(/C=N/NC(=O)c2cccc([N+](=O)[O-])c2)ccc1OS(=O)(=O)c1ccccc1	-26	-1	-3	nt	-10	0	nt	nt
CCSc1nnc(NC(=O)Cc2cccc(OC)c2)s1	12	-1	-3	nt	7	2	-14	nt
CCCCCC(=C/c1ccccc1)/C=N/Nc1ccc(S(=O)(=O)N2CCOCC2)cc1[N+](=O)[O-]	-16	-1	-5	nt	-6	2	-17	nt
O=C(Cc1cccc(NC(=O)C2CCCN(C(=O)C3CCCC3)C2)c1)Nc1ccc(C(=O)N2CCCCC2)cc1 (stereo unspecified)	35	-5	-5	-13	-10	-3	-6	1
CC1(C)c2[nH]c3ccccc3c2C[C@H]2C(=O)N(Cc3ccccc3)C(=O)N21	20	-4	-8	-2	27	-4	-28	3
CC(O)(c1cccc(F)c1)c1nc(-c2cccc(F)c2)cs1 (stereo unspecified)	-6	-3	nt	-5	-11	5	12	24
CC(/C=N\NC(=O)c1cccnc1)c1ccccc1 (stereo unspecified)	nt	nt	15	6	4	nt	nt	12
O=C(CSc1nc2ccccc2s1)NNC(=S)Nc1ccc(Cl)cc1	nt	nt	-2	-40	nt	nt	7	2
CC(=O)CSc1nnc(-c2ccc(S(=O)(=O)N3CCOCC3)cc2)n1C	-28	-5	1	3	-1	1	3	1
COc1ccc(N2C(=O)NC3CC2(C)Oc2ccccc23)cc1 (stereo unspecified)	12	7	-5	-7	-12	1	2	7

Rewritten with values under each structure: entries from further up.
Values run as follows: Statin myotox sup	PglD DTNB	ARNT TACC3 PPI	INS-1E GSIS act	PGC1a acetyl inh	Cneo AK release	PAX8 reporter	LGR2 antag
CCCOc1ccc(Cl)cc1/C=C1/C(=O)ON=C1C
    0	-6	-3	8	11	1	-3	7
CCS(=O)(=O)N1CCN(c2ccc([N+](=O)[O-])c(NCc3cccnc3)c2)CC1
    nt	nt	19	27	4	nt	8	-46
CC1(C)c2[nH]c3ccccc3c2C[C@H]2C(=O)N(Cc3ccccc3)C(=O)N21
    20	-4	-8	-2	27	-4	-28	3
CC(=O)CSc1nnc(-c2ccc(S(=O)(=O)N3CCOCC3)cc2)n1C
    -28	-5	1	3	-1	1	3	1
C[C@@H]1CN([C@@H](C)CO)C(=O)c2cccc(NC(=O)Nc3ccc(F)cc3)c2O[C@H]1CN(C)C(=O)NC1CCCCC1
    -20	0	-5	5	-6	4	6	-11
O=C(CSc1nc2ccccc2s1)NNC(=S)Nc1ccc(Cl)cc1
    nt	nt	-2	-40	nt	nt	7	2
